# RAD52 anneal inh: RAD52 DNA annealing inhibitors, primary screen, biochemical, FRET, single point, set 2 | 360,000 tested, 0.46% active | DNA repair protein RAD52 homolog (Homo sapiens), P43351 | AID 651710, 2012 | recombinant RAD52 DNA annealing, FRET fluorescence | inhibition, % at 18.7 µM;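 active means every replicate showing at least 50% inhibition; inconclusive means mean inhibition at least 50% but not in every replicate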
# Target sequence (P43351 whole entry, looked up): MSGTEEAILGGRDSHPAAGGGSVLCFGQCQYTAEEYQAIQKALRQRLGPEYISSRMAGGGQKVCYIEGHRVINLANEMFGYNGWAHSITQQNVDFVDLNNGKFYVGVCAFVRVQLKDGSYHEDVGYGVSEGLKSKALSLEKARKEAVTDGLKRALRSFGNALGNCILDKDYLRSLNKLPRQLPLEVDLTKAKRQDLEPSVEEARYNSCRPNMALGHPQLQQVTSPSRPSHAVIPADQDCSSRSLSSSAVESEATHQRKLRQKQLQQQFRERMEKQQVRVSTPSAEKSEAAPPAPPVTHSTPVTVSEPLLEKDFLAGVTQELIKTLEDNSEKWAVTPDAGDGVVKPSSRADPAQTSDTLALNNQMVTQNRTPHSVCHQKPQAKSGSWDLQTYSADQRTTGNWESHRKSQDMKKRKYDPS
# Casp6 inh: human caspase-6 inhibitors, primary screen, biochemical, VEID-R110 fluorescence, single point, set 2; P55212; purified caspase-6, Z-VEID-R110 cleavage fluorescence; inhibition, % at 12.5 µM; 350,000 tested, 0.53% active; AID 686996, 2013;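 active means mean inhibition across replicates at least about 35%, with every replicate also reaching that limit, limit read from the data; inconclusive means only one of the two criteria met; inactive means neither criterion met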;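 further: 0% = median of neutral control wells and 100% = no fluorescence left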
# Target sequence (P55212 24-179 limits assumed): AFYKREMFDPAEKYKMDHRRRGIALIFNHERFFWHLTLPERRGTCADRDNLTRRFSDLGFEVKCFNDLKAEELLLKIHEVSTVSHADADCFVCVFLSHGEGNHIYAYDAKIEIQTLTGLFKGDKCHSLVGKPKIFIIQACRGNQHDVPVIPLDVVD
# Target sequence (P55212 194-293 limits assumed): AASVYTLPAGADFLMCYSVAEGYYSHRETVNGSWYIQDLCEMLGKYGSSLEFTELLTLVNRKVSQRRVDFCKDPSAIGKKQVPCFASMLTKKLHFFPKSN
# E-selectin induc: E-selectin induction in HUVECs, primary screen, imaging, HUVEC, immunofluorescence imaging, single point. P16581. normalized: neutral wells 0, TNF-alpha wells 100. activation, % at 7.58 µM. 260,000 tested, 0.37% active. AID 686992, 2013;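 active means mean E-selectin-positive cell signal at least 10% of the positive control, reached in at least 60% of replicates, without over 20% cell loss; inconclusive means no rule given, readout overlaps actives, possibly toxicity-flagged; inactive means the rest, including those meeting only one limit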;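 further: in these data hits start at about 27%; measured in HUVEC primary endothelial cells; signal is the percent of cells scored E-selectin positive by PE staining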
#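 Assay system: HUVEC, human umbilical vein endothelial cells / Amount: 3,000 HUVEC/well / Controls: TNF-alpha positive control, DMSO neutral control / Compound dosing: single concentration / Medium: EGM-2 over gelatin coat / Evaluation: percent E-selectin-positive cells / Signal: immunofluorescence imaging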
# F508del corr: F508del CFTR correction, initial screen, CFBE line, single point; CFBE cells, YFP halide quenching; stimulated with forskolin plus potentiator P3; % fluorescence drop versus neutral controls; activity (quench increase), % at 7.58 µM; AID 720511, 2013; 350,000 tested, 0.36% active;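 active means mean added fluorescence quench of at least 8% versus neutral control, with both replicates also reaching 8%; inconclusive means only one of the mean or replicate conditions met; inactive means mean below 8% and not both replicates reaching 8%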;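 further: cells transiently co-express mutant CFTR-F508del with the halide-sensitive YFP; corrector assay measuring rescue of mutant channel to the surface after 24 h compound exposure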
# RAD54 branch: inhibitors of human RAD54 branch migration, primary screen, biochemical, fluorescence, single point; DNA repair and recombination protein RAD54-like (Homo sapiens), Q92698; RAD54 Holliday junction branch migration, FAM/BHQ fluorescence; inhibition, % at 10.4 µM; 360,000 tested, 0.14% active;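 active means mean normalized replicate activity at least 40 and at least half of replicates scoring 40 or more; inconclusive means only one of the two criteria met; inactive means mean below 40 and under half of replicates reaching 40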;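 further: 0% = median of neutral control wells and 100% = median of positive control wells; inhibitors cause a drop in the FAM fluorescence signal; in these data hits start at about 50%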
# DENV2 CPE: inhibitors of DENV2 cytopathic effect, primary screen, cell-based, plate reader, single concentration; DENV2-infected cells, cytopathic effect rescue; CPE inhibition, % at 9.99 µM; 350,000 tested, 1.7% active; AID 651640, 2012; in the data active means CPE inhibition above about 20%, passing the limit was not always enough; inconclusive means no clear call, values can overlap the other calls; tested in BHK-21 cells;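 further: 0% = median of neutral control wells and 100% = median of positive control wells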
# GSIS activator: GLuc luminescence reporter in INS-1E cells, primary screen for activators of glucose-dependent secretion of insulin; activation, % at 16.6 µM; AID 743287, 2014; 370,000 tested, 0.61% active; INS-1E GLuc reporter insulin secretion, 2-3 h;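 active means lowest replicate activation of at least 40%, so every replicate reaches that level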;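 further: 0% = median of neutral control wells and 100% = median of IBMX positive control wells; some compounds called inactive have numbers as strong as hits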
# Xi reactivation: activators of inactive X chromosome reactivation, primary screen, imaging, XiGFP fibroblasts, GFP high-content imaging, set 2 | XiGFP mouse fibroblasts, % GFP-positive cells imaging, 3 d; cells co-treated with 5-aza-dC sensitizer; scaled so ellipticine positive control = 100% | activation, % at 7.58 µM | 360,000 tested, 0.055% active | AID 743238, 2013;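 active means mean normalized replicate activation at least 10% and every replicate at or above 10%; inconclusive means only one of the two criteria met; inactive means mean below 10% and not all replicates reach 10%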;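 further: 0% = median of on-plate neutral control wells and 100% = ellipticine 6 µM median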
#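 Assay system – SV40-immortalized XiGFP fibroblast cells, line 68-5-11 · Buffer or medium – DMEM supplemented with 5-aza-dC as sensitizing agent · Dosing – one concentration, pinned · Benchmarks – positive control ellipticine, 6 µM final · Times – 3 days compound exposure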
# An asterisk follows results filed as active; ? = inconclusive; / = no result given. Rows were taken by chance; overall some 3.7% were active at least once.
# Value order: F508del corr	E-selectin induc	RAD52 anneal inh	Casp6 inh	Xi reactivation	RAD54 branch	DENV2 CPE	GSIS activator
CCS(=O)(=O)N1Cc2ccccc2CC1C(=O)Nc1nnc(SCc2c(Cl)cccc2Cl)s1 (configuration not stated)
 : -4.9	/	-19	-6	-0.1	12	/	/
COc1ccccc1NC(=O)CSCc1cc(=O)n2ccsc2n1
 : 2.2	-0.2	-7	2	0.1	-21	4	22
CC(=O)Nc1ccc(-c2ccnc3c2CC(C)(C(=O)NCc2cccc(Cl)c2)O3)cc1 (configuration not stated)
 : -0.2	0.0	0	13	-0.1	7	-8	/
CCC(=O)N1C[C@@H](C)[C@H](OC)CN(C)C(=O)c2cc(NC(=O)c3ccc(F)cc3)ccc2OC[C@H]1C
 : 5.3	0.1	8	3	0.0	0	-17	-7
C[C@H](CO)N1C[C@H](C)[C@H](CN(C)C(=O)Nc2cccc3ccccc23)Oc2ccc(NS(=O)(=O)c3ccccc3)cc2C1=O
 : -1.7	-0.3	10	1	0.3	10	-6	-12
CCOCc1c(C(=O)Nc2ccc(OC)nc2)oc2ccccc12
 : 0.0	/	-31	0	0.1	-7	8	9
O=C(O)c1cc(S(=O)(=O)Nc2cccc(S(=O)(=O)N3CCCC3)c2)ccc1Cl
 : 0.5	/	-3	4	0.0	0	-2	2
CC(O)CN1CC(O)=C(c2nc3ccccc3s2)C1=N (configuration not stated)
 : -2.6	9.3	-29	5	-0.1	-13	2	-10
CCN(Cc1cnn(C)c1)C(=O)c1ccc(OC2CCN(S(=O)(=O)N(C)C)CC2)cc1
 : 0.8	-0.5	-22	-5	0.2	/	-3	6
CC(C)(C)c1cc(NC(=O)Nc2ccccc2OC(F)(F)F)no1
 : -1.8	2.0	0	-3	-0.1	-17	-10	-35
CC1CCCCN1CCCNC(=O)c1nn(C)c2c1CSc1ccccc1-2 (configuration not stated)
 : 0.5	/	-6	-10	-0.1	10	-2	2
Cc1cc(NC(=O)c2sc(Nc3ccc(F)cc3)nc2N)no1
 : 0.9	0.0	-13	1	0.1	-2	-3	-16
O=C(c1ccc(Cn2cc([N+](=O)[O-])cn2)o1)N1CCCC1
 : 2.4	-0.1	-12	5	0.1	0	-8	-25
O=C(Nc1ccc2c(c1)OCCO2)NC1(C(F)(F)F)Oc2ccccc2O1
 : 4.9	-0.1	-2	6	0.1	-2	-2	2
COCC#Cc1cnc2c(c1)C(=O)N([C@@H](C)CO)C[C@@H](C)[C@@H](CN(C)C(=O)c1cnccn1)O2
 : 2.9	/	-12	3	0.5	-4	6	31
O=C(c1c[nH]c(C(=O)N2CCN(Cc3ccccc3)CC2)c1)C1CCCCC1
 : -0.3	2.2	-15	2	0.1	/	1	-3
COC(=O)C[C@H]1CC[C@H](NC(=O)c2ccccc2)[C@H](CO)O1
 : 2.7	-0.2	-2	4	0.3	4	-5	4
Cc1noc(C)c1NC(=O)N(C)C[C@H]1Oc2ccc(NS(=O)(=O)c3ccc(Cl)cc3)cc2CC(=O)N([C@@H](C)CO)C[C@@H]1C
 : -1.7	9.4	-2	2	-0.9	7	-2	12
COc1ccccc1S(=O)(=O)N[C@H]1CC[C@H](CCn2cc(C3CCCCC3)nn2)O[C@@H]1CO
 : -2.3	-0.1	-3	3	0.3	-2	-1	-4
CCCN1CCC(=O)N(CCN=[N+]=[N-])CC1
 : -2.6	/	-5	-11	0.0	-4	1	13
Cc1ccc(CNCCNCCO)s1
 : -1.2	7.6	-47	-8	0.4	10	0	7
O=C(NC1CCCc2ccccc21)N[C@@H](Cc1ccccc1)C(=O)O (some centres not stated)
 : 5.2	-0.3	7	2	0.0	-4	13	9
COc1ccc(S(=O)(=O)N(C)C[C@H]2Oc3ccc(NS(=O)(=O)c4ccccc4)cc3C(=O)N([C@@H](C)CO)C[C@@H]2C)cc1
 : -2.4	-0.2	/	/	-0.1	-2	?	20
Cc1ccc(S(=O)(=O)Nc2ccc3c(c2)C(=O)N([C@H](C)CO)C[C@@H](C)[C@H](CN(C)S(=O)(=O)c2c(C)noc2C)OCCCC[C@H](C)O3)cc1
 : 0.3	/	-32	0	0.2	0	19	-15
COC(=O)C[C@H]1CC[C@H](NC(=O)Nc2ccccc2F)[C@@H](CO)O1
 : 0.0	0.0	-8	1	0.0	/	-5	4
COc1cc(CN2C[C@@H](CO)O[C@@H](n3cnc4c(NCc5ccco5)ncnc43)C2)cc(OC)c1OC
 : -0.5	0.6	-10	1	0.1	-1	9	5
CCNC(=O)C[C@@H]1CC[C@H]2[C@H](COc3ccc(NC(C)=O)cc3C(=O)N2C)O1
 : -2.6	0.2	9	-3	0.2	0	-2	6
COc1ccccc1CNC(=O)C[C@@H]1C[C@H]2c3cc(NS(C)(=O)=O)ccc3O[C@H]2[C@H](CO)O1
 : -0.6	-0.4	-23	2	0.3	-3	2	-4
O=[N+]([O-])c1ccc(NN=C(C2CC2)C2CC2)c([N+](=O)[O-])c1
 : 3.1	1.3	-7	5	0.2	-7	2	/
CN1C2=CC=CC=CC2=[N+](C)C12C([N+](=O)[O-])=CC(=[N+]([O-])[O-])C=C2[N+](=O)[O-] (configuration not stated)
 : -0.3	0.1	-7	3	0.0	-6	3	-11

# Molecules shown so far that have an aryl methoxy group:
# Value order: F508del corr	E-selectin induc	RAD52 anneal inh	Casp6 inh	Xi reactivation	RAD54 branch	DENV2 CPE	GSIS activator
COc1ccccc1NC(=O)CSCc1cc(=O)n2ccsc2n1
 : 2.2	-0.2	-7	2	0.1	-21	4	22
CCOCc1c(C(=O)Nc2ccc(OC)nc2)oc2ccccc12
 : 0.0	/	-31	0	0.1	-7	8	9
COc1ccccc1S(=O)(=O)N[C@H]1CC[C@H](CCn2cc(C3CCCCC3)nn2)O[C@@H]1CO
 : -2.3	-0.1	-3	3	0.3	-2	-1	-4
COc1ccc(S(=O)(=O)N(C)C[C@H]2Oc3ccc(NS(=O)(=O)c4ccccc4)cc3C(=O)N([C@@H](C)CO)C[C@@H]2C)cc1
 : -2.4	-0.2	/	/	-0.1	-2	?	20
COc1cc(CN2C[C@@H](CO)O[C@@H](n3cnc4c(NCc5ccco5)ncnc43)C2)cc(OC)c1OC
 : -0.5	0.6	-10	1	0.1	-1	9	5
COc1ccccc1CNC(=O)C[C@@H]1C[C@H]2c3cc(NS(C)(=O)=O)ccc3O[C@H]2[C@H](CO)O1
 : -0.6	-0.4	-23	2	0.3	-3	2	-4

# (next part)
# Value order: F508del corr	E-selectin induc	RAD52 anneal inh	Casp6 inh	Xi reactivation	RAD54 branch	DENV2 CPE	GSIS activator
COc1ccc(NC(=O)N(C)C[C@H]2OCCCC[C@@H](C)Oc3ccc(NS(=O)(=O)c4ccc(C)cc4)cc3C(=O)N([C@@H](C)CO)C[C@@H]2C)cc1
 : -2.5	0.0	-13	-2	0.1	-6	5	-18
Cc1ccc(S(=O)(=O)N2C[C@@H]3CCCC[C@@H]3[C@@H](C)[C@H]2c2cn(Cc3ccccc3)c3ncccc23)cc1
 : 1.8	0.0	-7	-2	0.5	3	15	5
COC(=O)C[C@@H]1CC[C@@H]2[C@@H](COc3ccc(NC(=O)Nc4cccc(C#N)c4)cc3C(=O)N2C)O1
 : -0.1	1.0	-2	1	0.0	0	?	-12
CCCCCNC(=O)Cc1ccc(S(=O)(=O)N2CCOCC2)s1
 : -0.3	4.6	-15	-1	0.2	6	8	27
O=C1/C(=C/c2ccccc2F)SC(=S)N1CC(=O)N1CCCCC1c1cccnc1 (configuration not stated)
 : -4.6	/	-15	/	0.3	-2	3	6
CC1CCc2sc(C(=O)NCc3ccccn3)cc2C1 (configuration not stated)
 : -1.9	0.0	-8	2	-0.1	2	0	9
CC(=O)c1cc(C)ccc1OC(=O)c1ccncc1
 : 1.0	0.2	-2	2	0.2	-5	1	19
O=C(NCCC1CCCCN1S(=O)(=O)c1ccccc1)C(=O)NCc1ccccn1 (configuration not stated)
 : 1.4	/	1	-1	-0.1	3	92*	4
Cc1ccc(-c2c3c(nc4sc(C(N)=O)c(N)c24)CCCC3)o1
 : /	-0.2	-6	32	1.0	-2	-2	/
Cc1cc(C)cc(N2CN=c3s/c(=C\c4ccco4)c(=O)n3C2)c1
 : 2.0	/	-9	0	-0.1	-9	-4	-1
CC(C)c1ccc(C(=O)N2CCCC(c3cc(C(=O)Nc4ccc5c(c4)OCO5)no3)C2)cc1 (configuration not stated)
 : -1.5	-0.1	-13	0	0.0	-2	-14	0
C[C@@H]1CN([C@H](C)CO)C(=O)c2cc(-c3ccncc3)cnc2O[C@H]1CN(C)C(=O)Cc1ccccn1
 : -0.1	0.6	1	0	-1.2	7	7	4
COc1ccc(C2CC(c3cccs3)=NN2C(=O)CSc2nc(=O)n3ccccc3n2)cc1 (configuration not stated)
 : -7.4	/	-25	0	-0.1	9	15	9
CC(C)(CN1CCN(c2ccccc2)CC1)NS(=O)(=O)c1ccccc1
 : 0.5	/	-10	-4	0.1	/	3	-35
Cc1cc(C)cc(SCc2noc(C(=O)NCC3CC3)c2C(=O)NCC2CC2)c1
 : -2.5	/	-40	-2	0.0	/	?	-15
O=C(CCCN=C1NS(=O)(=O)c2ccccc21)OCC(=O)c1ccccc1Cl
 : 0.0	/	-23	-2	-0.1	3	-6	-12
O=C(Nc1cc(F)ccc1F)N1C[C@H]2[C@@H](c3ccccc31)[C@@H](CO)N2Cc1ccncc1
 : 0.9	-0.2	-18	-3	0.0	4	-1	4
CCN(CC(=O)Nc1c(F)cccc1F)C(=O)Cc1c[nH]c2ccccc12
 : 1.5	-0.4	-41	3	0.1	-18	?	-8
Cc1cc(C)n2nc(SCc3c(F)cccc3Cl)nc2n1
 : -3.1	/	-10	0	0.2	0	-2	30
Cc1noc(C)c1NC(=O)Nc1ccc2c(c1)C(=O)N([C@H](C)CO)C[C@H](C)[C@H](CN(C)S(=O)(=O)c1cn(C)cn1)OCCCC[C@@H](C)O2
 : 1.8	-0.1	0	-2	3.4	-3	/	5

# Source: PubChem BioAssay
